NOD2-RIPK2 inh: NOD2-RIPK2 binding disruptors in cells, primary screen, fluorescence, CHO cells, BLA complementation; Receptor-interacting serine/threonine-protein kinase 2 (Homo sapiens), O43353; CCF4 ratio; inhibition, % at 4.98 µM; 360,000 compounds, 0.38% hits; AID 624267, 2012; in the data active means inhibition above about 21%;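 further: 0% = vehicle only and 100% = reference blocker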
SRC2 inh: inhibition of GAL4-SRC2 driven luciferase reporter, primary screen, SRC2 inhibitor project, cell-based, luminescence; HEK293 GAL4-SRC2 luciferase reporter; inhibition, % at 9 µM; 370,000 compounds, 0.17% hits; AID 651957, 2012;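 active means inhibition above the mean inhibition of all tested compounds plus 3 SD, set per campaign, cut at about 52% in these data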;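 further: 0% = DMSO treated cells and 100% = cells given Gossypol at 36 µM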
NCOA3 inh: SRC3 coactivator transcriptional activity inhibitors, primary screen, cell-based, luminescence; Nuclear receptor coactivator 3 (Homo sapiens), Q9Y6Q9; HEK293 GAL4-SRC3 luciferase reporter; inhibition, % at 3.6 µM; 360,000 compounds, 0.17% hits;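 active means inhibition above a per-campaign cutoff, the mean of all compounds plus 3 SD, cut at about 60% in these data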;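 further: 0% = DMSO-treated cells and 100% = gossypol-treated cells at 36 µM; higher means less SRC3-driven luciferase light from the GAL4 reporter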
EBV LMP1 NFkB: EBV LMP1-driven NF-kappaB luciferase reporter inhibitors, primary screen, cell-based, luminescence, single point | LMP1-induced NF-kappaB luciferase reporter cells | inhibition, % at 12.5 µM | 350,000 compounds, 0.69% hits | AID 504558, 2011; in the data active means inhibition above about 41%;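 further: 0% = neutral control wells and 100% = reference inhibitor control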
TLR9-MyD88 inh: inhibitors of TLR9-MyD88 association in cells, primary screen, cell-based, CHO, BLA complementation, fluorescence; Toll-like receptor 9 (Homo sapiens) + Myeloid differentiation primary response protein …; CCF4 FRET ratio; inhibition, % at 4.98 µM; 340,000 compounds, 0.21% hits;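 active means inhibition above the mean over all tested compounds plus 3 SD, cut at about 21% in these data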;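 further: 0% = DMSO only wells and 100% = clavulanate BLA inhibitor control wells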
TWEAK Fn14 block: inhibitors of TWEAK-Fn14 signaling, primary screen, luciferase reporter cells, uHTS; TWEAK-stimulated Fn14 reporter cells, luciferase luminescence, 8 h; inhibition, % at 10 µM; 360,000 compounds, 2% hits; in the data active means inhibition above about 50%
COUP-TFII inh: NR2F2 transcriptional activity inhibitors, primary screen, cell-based, luciferase reporter, HEK293T, luminescence; inhibition, % at 8.6 µM; COUP transcription factor 2 (Homo sapiens), P24468; 370,000 compounds, 0.7% hits; HEK293T NGFI-A luciferase reporter;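 active means inhibition above a per-plate cutoff, mean inhibition of test wells between control levels plus 3 SD, cut at about 38% in these data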;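 further: cells cotransfected with COUP-TFII expression vector driving the NGFI-A reporter; 0% = median of COUP-TF2 test wells and 100% = reporter-only cells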
TROY NFkB inh: inhibitors of TROY-driven NF-kB signaling, primary screen, Q293 LMP1-TROYcd cells, NF-kB luciferase, uHTS | AID 1347056, 2019 | inhibition, % at 10 µM | 360,000 compounds, 0.98% hits | Q293 LMP1-TROYcd NF-kB luciferase reporter, 4 h;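 active means compounds whose plate-normalised and pattern-corrected inhibition of the luciferase reporter signal at the single screening dose is 50% or more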
NR5A2 inv ag: LRH-1 (NR5A2) inverse agonists, primary screen, cell-based, luminescence, HEK293T, StAR-luciferase reporter; 360,000 compounds, 0.13% hits; inhibition, % at 3.6 µM; Nuclear receptor subfamily 5 group A member 2 (Homo sapiens), O00482; LRH-1 transfected, 24 h; AID 602396, 2012;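 active means inhibition above the mean inhibition of all tested compounds plus 3 SD, cut at about 73% in these data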;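 further: 0% = DMSO wells and 100% = reporter-only cells lacking LRH-1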
TRAIL sens C8: viability loss with TRAIL in NB7+C8 cells, primary screen, TRAIL sensitizer project, cell-based, ATPlite luminescence. inhibition (viability loss, TRAIL sensitization), % at 10 µM. AID 624354, 2012. 360,000 compounds, 1% hits;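 active means compounds causing at least 50% loss of cell viability in the single-dose screen, relative to plate controls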
SRC1 inh: SRC1 coactivator transcriptional activity inhibitors, primary screen, cell-based, luminescence | Nuclear receptor coactivator 1 (Homo sapiens), Q15788 | HEK293 GAL4-SRC1 luciferase reporter | inhibition, % at 3.6 µM | 360,000 compounds, 0.12% hits | AID 588354, 2011;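 active means inhibition above the campaign mean plus 3 SD, with each screening campaign given its own cutoff, cut at about 60% in these data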;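 further: 0% = DMSO treated cells and 100% = gossypol at 36 µM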
An asterisk follows results filed as active; · = no result given. Not all compounds are listed, so the mix of outcomes need not match the whole.

SMILES	NOD2-RIPK2 inh	SRC2 inh	NCOA3 inh	EBV LMP1 NFkB	TLR9-MyD88 inh	TWEAK Fn14 block	COUP-TFII inh	TROY NFkB inh	NR5A2 inv ag	TRAIL sens C8	SRC1 inh
N#CCc1c(C#N)c(N)nc(N2CCCC2)c1C#N	0	-31	-7	0	-2	-12	-11	3	6	-12	2
C=C(C)c1cccc(C(C)(C)NC(=O)Nc2ccc(C)cn2)c1	5	-24	-4	3	3	22	5	-14	-34	1	-45
Cc1c([N+](=O)[O-])c(N)nn1C	-13	-4	23	-5	3	13	19	19	16	-2	-6
COc1ccc(Nc2nc(C)cc(C)c2C(N)=O)cc1OC	-9	-21	-12	2	-24	-18	-12	12	-14	-19	4
CC(=O)c1ccc(NC(=O)CSc2nc(C3CC3)nc3ccccc23)cc1	11	6	-19	12	4	22	-4	15	-6	10	7
Brc1ccc(Nc2c3c(nc4ncnn24)CCC3)cc1	-13	-1	3	-1	-4	-11	25	18	13	-15	4
O=C(CNc1ccccc1Cl)N/N=C1\CCCc2ccccc21	-8	13	0	-4	4	-6	-15	-28	3	-2	2
Cc1cc(/C=C(\C#N)C(=O)NCc2ccco2)c(C)n1-c1cccnc1	-6	-13	-60	-9	9	-16	-30	-31	-73	-5	-62
O=C(CNC(=O)c1cc(=O)[nH]c2ccc(S(=O)(=O)N3CCOCC3)cc12)Nc1ccc(F)c(F)c1	2	5	-16	-5	8	-26	-3	-2	-10	-17	-18
COc1ccc(S(=O)(=O)N(C)CC(=O)Nc2ccc(F)cc2)cc1	-12	3	6	-5	-4	17	-4	0	-3	42	-2
O=C1c2cccc3cccc(c23)C(=O)N1CC1CCN(S(=O)(=O)c2ccccc2)CC1	-5	-22	-11	-6	8	14	-5	6	3	7	3
Cc1cc(Nc2ccc3ccccc3c2)n2ncnc2n1	0	-91	-6	-22	-2	15	-29	23	-2	8	-20
Cc1ccc(CN2CCC(CNS(=O)(=O)c3ccc(-c4ccc(=O)[nH]n4)s3)CC2)cc1	-4	-25	2	10	5	-7	3	-13	5	2	1
COc1cc(NC(=S)N2CCN(C)CC2)cc(OC)c1	7	0	2	3	0	-2	-15	-3	11	11	-18
CC(=O)c1sc(NC(=O)COc2ccc(Cl)cc2C)nc1C	9	-42	7	-6	6	16	-3	9	-20	17	-12
O=C(CCCCN1CCCCC1)c1ccccc1	5	-18	20	7	1	-6	15	-17	-3	-1	-3
O=C(O)c1cccc(CSc2ncn[nH]2)c1	-7	2	6	0	2	-1	-5	-9	-9	-18	-6
Cn1c(=O)c(C(=O)Nc2ncccn2)c(O)c2ccccc21	-3	-16	-35	-16	2	23	-18	-17	-81	49	-84
COc1ccc(OC)c(C2/C(=C(\O)c3ccc4c(c3)OCCO4)C(=O)C(=O)N2CC2CCCO2)c1 (stereo unspecified)	-4	8	-2	-1	3	-13	-11	-3	9	-12	1
CCCCNC(=O)c1ccc2nc(CC)c(N(CCC(C)C)CCN(C)C)n2c1	-10	-14	-9	·	·	-13	8	-8	20	-6	-8
Cc1cccc(C)c1NC(=O)CSc1nc2c([nH]1)c(=O)n(C)c(=O)n2C	-5	3	16	2	-1	-1	-9	-8	19	33	-10
COC[C@@H]1CCCN1c1ccc2c(c1)O[C@H](COCc1ccccc1)CN([C@@H](C)c1ccccc1)S2(=O)=O	-15	-2	·	·	·	20	12	-11	8	-10	·
O=C(O)CC(NC(=O)COc1ccc(Cl)cc1Cl)C(=O)O (stereo unspecified)	4	6	-6	-4	-7	-14	-2	-6	5	7	1
CCCCOc1ccc(C(O)(CCN2CCOCC2)c2ccccc2)cc1 (stereo unspecified)	6	-3	-26	9	-8	-11	5	-9	2	-11	-5
Cn1cccc1Cc1nnc(SCC(=O)N2CCCCCC2)n1CCc1ccccc1	-8	-40	4	-5	6	5	-2	11	15	-9	8
Cn1c(=O)c2c(nc(SCC(=O)NCc3ccc4c(c3)OCO4)n2Cc2ccc(Cl)cc2)n(C)c1=O	5	-9	9	11	2	-7	-5	-2	3	-8	13
CCCNC(=O)NNC(=O)c1cc(-c2ccc3c(c2)OCO3)nc2ccccc12	-3	-11	5	-3	-15	-13	-5	0	18	1	0
CCc1cc(SC#N)cc(CC)c1NC(=O)CCl	11	-21	-26	-30	2	25	6	14	10	-4	-14
C[C@@H]1NC(=O)c2cc([N+](=O)[O-])cc(I)c2NCCCC[C@@H](C(N)=O)NC(=O)[C@H](CCC(=O)O)NC1=O	-10	·	-1	6	-10	-7	·	3	-4	-2	-2
Cc1c(CCC(C)C)c(-n2ccnc2C)n2c(nc3ccccc32)c1C#N	-16	-5	-7	6	5	-2	23	-7	-7	15	2
Cc1ccc(-c2nnn(CC(=O)N3CCCc4ccccc43)n2)cc1	8	6	-8	-6	-14	1	-6	11	-26	6	-9
COc1ccc(S(=O)(=O)N2CCN(c3ccccc3)CC2)cc1OC	-5	0	16	·	·	-13	-10	-38	-13	-5	-54
Clc1ccc(Cn2ncc3c(NCCN4CCOCC4)ncnc32)cc1	12	-4	-13	-4	-12	-6	6	12	-13	-1	-16
Cc1ccc(C(=O)NNC(=O)c2cccc(Br)c2)cc1	-2	-15	-30	1	7	-5	-11	-14	-5	11	-24
O=C(O)C1CCCN1c1nc(Cl)ccc1[N+](=O)[O-] (stereo unspecified)	2	-14	-13	-1	-13	-8	-2	-9	-8	-4	4
O=C(Cn1ncc(Cl)c(Cl)c1=O)N1CCN(Cc2ccccc2)CC1	18	-2	-27	88*	10	87*	-14	56*	-5	-9	-31
COc1ccc(CN2C(=O)c3ccccc3C2C(=O)NC2CCCC(C)C2C)c(OC)c1 (stereo unspecified)	3	-4	18	-5	4	-32	10	14	25	5	18
COc1ccc2oc(=O)c(/C(C)=N/NC(=O)c3ccncc3)cc2c1	0	-19	13	3	5	-12	6	8	0	-6	-4
CC1NC(=O)COC1c1ccccc1 (stereo unspecified)	-3	-7	2	5	-4	-11	15	-4	-3	-15	-3
O=C(N=C1SC2CS(=O)(=O)CC2N1c1ccc(Cl)cc1Cl)C1CC1 (stereo unspecified)	4	2	-3	-13	0	19	-8	-15	12	6	5
COc1cc(/C=C/C(=O)OCC(=O)Nc2ccc(S(N)(=O)=O)cc2)ccc1O	-3	-19	-4	17	-3	-10	-6	5	16	-16	-5
CC[C@@]12C(=O)N(c3cccc(F)c3)C(=O)N1[C@H](c1ccc(Br)cc1)[C@@H]1C(=O)N(C(C)(C)C)C(=O)[C@@H]12	3	-11	-5	1	-6	22	12	-13	5	-6	6
CSCCOC(=O)C1=C(C)Nc2ccc(C)cc2S1	3	-19	-10	10	-2	17	5	20	1	0	-7
CC1=C(C(=O)OC(C)C)C(C)C(C(=O)OC(C)C)=C(C)N1	-1	-3	19	14	-2	-1	10	1	13	-5	0
CCCCOc1ccc(C(C)(O)CCN2CCOCC2)cc1 (stereo unspecified)	-6	-11	-19	-8	-2	-11	11	-2	7	10	0
Cc1cc(C(=O)NNC(=O)c2cccc(N(C)C)c2)c(C)o1	-4	-1	15	-8	-8	-3	-12	9	5	-2	2
CCN(CC)C(=O)C1=C(C)N(Cc2ccc(OC)cc2)C(=O)C(CC(=O)NC(c2ccccc2)c2ccccc2)C1 (stereo unspecified)	-2	-4	-18	0	-4	-30	1	-11	5	8	-12
C=CCN=C1NN=C(c2ccc3c(c2)OCCO3)CS1	-12	-3	-16	47*	8	67*	20	69*	-28	35	-7
CCN(CC)CCCN1C=C2C(=O)C(C)(OC(=O)C3CCCC3)C(=O)C(c3ccccc3)=C2C=C1CCCC(=O)OC (stereo unspecified)	8	-2	1	-10	-4	14	-2	12	-11	5	-8
O=C1O[C@@H](c2ccccc2)C[C@@H](O)[C@H](O)CCc2ccccc21	0	-10	·	·	·	6	2	11	-19	3	·
COc1ccccc1OCC(=O)N1CCCCCC1	-30	-16	4	-10	-12	-8	16	-6	16	-19	4
O=C(NCc1ccc2c(c1)OCO2)C1CC(=O)N(CCc2ccc(Cl)cc2)C1 (stereo unspecified)	0	2	12	-2	4	-13	8	-2	-16	4	-8
CN1CCCN(S(=O)(=O)c2ccc3c(c2)OCCO3)CC1	-3	-15	6	3	-4	-1	-2	-13	-4	20	10
CC(=O)c1ccc(N=Nc2ccc(N(C)C)cc2)cc1	-1	-82	-78	18	-10	104*	-50	54*	-139	78*	-93
COc1ccc(NC(=O)Cc2c(C)n(C(=O)c3ccc(Cl)cc3)c3ccc(OC)cc23)cc1	5	-7	-3	-3	9	20	-1	8	-14	2	-18
COc1cc(/C=N/n2c(SC)nnc(C(C)(C)C)c2=O)ccc1O	3	-15	5	4	-4	-7	-14	2	21	-9	0
CCC(NC(=S)NCc1ccc(F)cc1)c1ccc(C)cc1 (stereo unspecified)	-9	13	2	2	-14	5	12	12	12	15	-7
CCC(C)(C)n1nnnc1CN1CCC(c2nc3ccc(C)cc3[nH]2)CC1	-1	4	2	6	8	10	10	-7	-1	20	6
CS(=O)(=O)c1nc(S(=O)(=O)c2ccc(Cl)cc2)c(N2CCC(O)CC2)s1	-2	-4	-2	2	-9	19	0	15	2	-26	-9
CC(Nc1cc(N2CCN(S(C)(=O)=O)CC2)ccc1[N+](=O)[O-])c1ccccc1 (stereo unspecified)	-4	-8	15	1	1	1	0	8	7	-2	8
Next compounds follow:
SMILES	NOD2-RIPK2 inh	SRC2 inh	NCOA3 inh	EBV LMP1 NFkB	TLR9-MyD88 inh	TWEAK Fn14 block	COUP-TFII inh	TROY NFkB inh	NR5A2 inv ag	TRAIL sens C8	SRC1 inh
CCC(=O)N1N=C(c2ccc(NS(=O)(=O)c3ccc(C)cc3)cc2)CC1c1ccco1 (stereo unspecified)	8	-3	-13	-9	1	26	-10	22	22	10	-3
Cc1nc(-c2ccc(Cl)cc2)sc1C(=O)NN	-5	-12	7	7	-9	-18	-10	-6	10	12	-8
Cc1cc2c(cc1C)-n1nnnc1C(N1CCCC1)C(=O)N2 (stereo unspecified)	-14	9	·	·	·	·	5	·	13	-3	·
CCC(=O)c1ccc2c(c1)N(CCCN(C)C)c1ccccc1S2	13	11	1	-17	0	-27	-2	5	10	2	-3

Source: PubChem BioAssay
